Assay outcomes deposited in PubChem BioAssay by several laboratories.
Dynein transport = blocks dynein driven cargo transport along microtubules; 3617.4 mouse cells, GR-EGFP nuclear translocation imaging; test concentration mostly 20 µM; stimulated with dexamethasone, 1 µM; hits give low values; z-score, hits read low; hit rate 0.47% among 220,000; AID 1381;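 active = plate z-score of nuclear minus cytoplasmic receptor signal below a set negative limit, without overly bright fluorescence or cell loss, cut at about -3.5 in these data, passing the limit was not always enough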;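 note: z-score of nuclear minus cytoplasmic ring GR-EGFP intensity difference per well; some compounds called inactive have numbers as strong as hits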
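Buffer or medium: tet-free, stripped-serum medium; Also added: dexamethasone, 1.0 µM final; Technique: high-content fluorescence imaging after fixation; Times: 48 h induction, 1 h compound, 30 min dex at 37 °C; Read-out: per-cell GR-EGFP intensity, nucleus versus surrounding cytoplasmic ring, well-averaged.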
HEK293 NOD2/NF-kB = NOD2 signaling inhibitors, cell-based, luminescence, uHTS, HEK293 (AID 1566) | inhibition, % at 4 µM; hits with a dose series show EC50 in µM | hit rate 0.63% among 290,000 | HEK293 NOD2/NF-kB luciferase reporter, luminescence; higher % means a stronger effect; in the data active = inhibition above about 50%; note: many of its hits are not listed in these tables
Autophagy mod = modulators of autophagy | calls only at 10 µM (by protocol) | MEF GFP-LC3 puncta imaging; test concentration mostly 10 µM | hit rate 0.98% among 190,000 | AID 463193;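 active = percentage of spot-positive cells more than 3 SD above its plate mean, without a fluorescence outlier flag or 80% toxicity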;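 note: spot-positive cell cutoff set from DMSO-treated cells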
MT stabilize HCS = microtubule stabilizers in HeLa cells; % tubulin-high responders, % at 10 µM; AID 2205; hit rate 0.83% among 200,000; HeLa tubulin immunostaining HCS, 24 h; share of cells brighter than vehicle mean+2SD;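 active = plate Z-score above 3 for both tubulin-high and condensed-nucleus cell shares, with cell loss under 80%, at 10 µM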;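 note: anti alpha tubulin signal scored within the nucleus-defined area of each cell; some results filed as inactive read as strong as hits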
Yfh1-off respiration = enhancers of respiration in Yfh1-depleted yeast, dose response, Friedreich's ataxia, plus single-dose screen (AID 1465); S. cerevisiae Yfh1-off respiration, WST-1 reduction, 72 h; higher fold induction means a stronger effect; one-dose fold induction at 50 µM; EC50 in µM for titrated hits; hit rate 0.074% among 220,000;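 active = fold induction of absorbance versus untreated yeast above a set limit, then at least 30% activation at any dose in follow-up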;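 note: activators that raise dye reduction in frataxin-depleted yeast; strong numbers were not always called active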
M17LAP inhibition = P. falciparum M17LAP inhibitors, primary screen, biochemical, fluorogenic H-Leu-NHMec substrate, 1536-well (AID 1619) | recombinant M17LAP, H-Leu-NHMec fluorogenic kinetic assay; higher % means a stronger effect | one-dose inhibition, % at 30 µM; IC50 in µM for titrated hits | hit rate 0.38% among 220,000;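 active = compound inhibiting the enzyme by more than half at any dose during confirmatory dose-response retesting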;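 note: plate controls were full reaction with DMSO carrier for no effect and no enzyme background for full effect; strong numbers were not always called active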
bCat nuc transl = alters nuclear translocation of beta-catenin in HeLa cells | immunofluorescence imaging | nuclear translocation activity, % at 5 µM | hit rate 0.3% among 190,000 | AID 1665;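 active = nuclear translocation activity above 50% at 5 µM, with a well cell count of 50 or more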;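 note: per-cell ratio of nuclear to cytoplasmic median beta-catenin stain intensity; plate controls were DMSO negative control for no effect and GSK-3 inhibitor IX positive control for full effect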
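Test system: HeLa cells, endogenous beta-catenin; Compound: single 5 µM dose plus 0.02–20 µM confirmation series; Times: compound exposure 24 h at 37°C; Signal: fluorescence imaging of beta-catenin antibody stain plus DAPI; Read-out: % activation, nuclear-to-cytoplasmic median beta-catenin signal ratio per cell.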
NOD1 inhibition = NOD1 signaling inhibitors, primary screen, cell-based, luminescence, uHTS (AID 1578) | hit rate 1% among 290,000 | NOD1-driven NF-kB luciferase reporter cells, luminescence; higher % means a stronger effect | one-dose inhibition, % at 4 µM; EC50 in µM for titrated hits; in the data active = inhibition mostly above about 36%, no sharp cut-off; inactive = mostly below about 34%;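 note: HEK-293T reporter cells stimulated with the NOD1 agonist gamma-tri-DAP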
Ins promoter up = MIN6 insulin promoter up-regulation. MIN6 insulin promoter-GFP reporter, high-content imaging; hits give high values. z-score at 5 µM. hit rate 0.3% among 190,000;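 active = z-score above 3 at 5 µM with at least 500 cells counted in the well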
Dynein transport cytoplasmic EGFP = recorded beside Dynein transport, whose call it bears; z-score; measured here: cytoplasmic GR-EGFP intensity; hits give high values
Dynein transport nuclear GR-EGFP = also measured in Dynein transport; calls as there; z-score; measured here: nuclear GR-EGFP intensity;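 lower value marks the stronger effect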
Dynein transport cell count = recorded beside Dynein transport, whose call it bears; z-score; measured here: cell count per field
Ins promoter up cell count = also measured in Ins promoter up; calls as there; cell count; measured here: cytotoxicity, nuclei count;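 total cells summed across four imaged fields per well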
bCat nuc transl cell count 5 µM = further read-out of bCat nuc transl, marked with its call; cell count; measured here: cell count, cytotoxicity flag
MT stabilize HCS Hoechst-high % = further read-out of MT stabilize HCS, marked with its call; % Hoechst-high responders; measured here: nuclear condensation Hoechst responders;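 share of cells brighter than vehicle mean plus two SD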
MT stabilize HCS cytotoxicity % = second read-out of MT stabilize HCS, no call of its own (marks repeat the call); toxicity, %; measured here: cytotoxicity by cell density;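 0% = mean cell density of plate MIN control wells and 100% = no cells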
Autophagy mod cell loss 18 h = also measured in Autophagy mod; calls as there; toxicity, %; measured here: cell loss, nuclei count;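 cell loss after 18 h compound exposure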
Numbers without * were called inactive; i = inactive; x = no result given. Some of the compounds tested (hit frequency here may not be typical).

SMILES	Dynein transport	Dynein transport cytoplasmic EGFP	Dynein transport nuclear GR-EGFP	Dynein transport cell count	HEK293 NOD2/NF-kB	Autophagy mod	Autophagy mod cell loss 18 h	MT stabilize HCS	MT stabilize HCS Hoechst-high %	MT stabilize HCS cytotoxicity %	Yfh1-off respiration	M17LAP inhibition	bCat nuc transl	bCat nuc transl cell count 5 µM	NOD1 inhibition	Ins promoter up	Ins promoter up cell count
CCc1c(C)nc2cc(-c3ccc(OC)c(OC)c3)nn2c1NCC1CC1	0.223	-0.0972	0.808	0.541	19.8%	i	14.4	2.5	1.4	3.6	x	13.0%	x	x	6.3%	x	x
CCCCC(CC)CN1C(=O)/C(=C/c2ccncc2)SC1=S (stereo not given)	-0.566	-0.166	0.403	0.877	-3.0%	i	12.2	4.2	2.1	4.9	i	-3.2%	-0.8	1476	16.2%	0.98	1049
Cc1cc(C)c(NC(=O)CN(C2CCCCC2)C2CCCCC2)c(C)c1	-0.912	-0.223	-0.581	0.84	10.6%	i	6.2	1.6	1.4	8.7	i	-1.8%	-1.9	1149	-42.5%	-0.32	797
Cn1c(SCC(=O)N2CCCCCC2)nc2c([nH]c3ccccc32)c1=O	-1.61	-0.131	-0.442	0.0313	-19.3%	i	0.0	4.5	2.2	11.1	i	8.6%	0.4	1422	-42.9%	-1.08	1597
COc1ccc(-c2ccc(S(=O)(=O)n3nc(OC(=O)c4cccs4)cc3N)cc2)cc1	0.215	-0.278	0.433	-0.334	-23.8%	i	1.0	1.0	0.3	7.6	i	1.0%	0.7	1092	22.9%	1.24	1420
Nc1ccc(SCCN2C(=O)c3ccccc3C2=O)cc1	0.0567	-0.239	0.233	0.121	-15.9%	i	15.7	1.3	2.1	14.7	i	-3.2%	0.3	1105	-13.4%	-0.02	1258
Cc1ccc(/C(O)=C/C(=O)C(=O)NC23CC4CC(CC(C4)C2)C3)cc1	1.51	-0.31	0.304	0.0123	18.8%	x	x	x	x	x	i	0.7%	0.4	1347	-13.3%	0.1	973
CC(C)(C)NC(=O)C1CC(=O)OC12CCCCC2 (stereo not given)	2.01	-0.133	0.98	-2.57	2.8%	i	7.6	6.5	3.1	4.6	i	4.1%	-5.5	956	6.2%	-0.19	1219
COc1cc(CC(=O)Nc2cc(S(C)(=O)=O)ccc2Cl)cc(OC)c1OC	-1.45	-0.237	-0.914	0.814	2.2%	i	17.1	2.6	2.0	11.0	i	19.6%	-1.8	1025	20.1%	0.8	1487
O=C(O)c1ccccc1SCc1cn2cc(Br)ccc2n1	-0.341	-0.296	-0.0584	0.407	0.5%	i	9.9	2.3	1.4	3.6	i	54.2%	0.0	1491	-20.8%	-0.67	1459
CCOc1cc(/C=N/NS(=O)(=O)c2ccccc2)ccc1OS(=O)(=O)c1ccc(C)cc1	0.45	-0.253	0.598	-0.805	6.4%	i	-19.6	1.4	1.3	12.2	i	13.6%	-3.6	1158	15.4%	-0.18	1023
CC1Oc2ccccc2N(CC(=O)c2ccccc2)C1=O (stereo not given)	-0.513	-0.0884	-0.118	0.657	-4.6%	i	-3.6	3.1	2.0	2.5	i	5.0%	-6.9	950	-20.0%	0.2	932
c1cnc(-c2noc(CN3CCN(C4C5CC6CC(C5)CC4C6)CC3)n2)cn1 (stereo not given)	-0.242	-0.298	0.0872	1.19	-6.3%	i	4.3	1.7	1.0	5.2	i	x	-1.1	943	-32.3%	0.26	1697
COc1ccc(N2CCN(CC(=O)Nc3c(C)cc(C)cc3C)CC2)cc1	1.43	-0.218	0.631	-0.694	4.5%	i	4.3	6.5	5.3	8.9	i	9.5%	-2.3	1176	6.1%	-0.69	985
CCCn1nnc2ccccc2c1=O	-0.0826	-0.167	0.491	-0.374	-10.9%	i	-22.7	2.5	1.6	9.6	i	-2.8%	0.7	1376	-4.1%	1.09	1573
Cc1nc(NC(=O)/C=C/c2ccc(F)cc2)sc1C(=O)N(C)C	-0.338	0.111	-0.309	0.509	15.5%	i	-14.2	3.0	3.2	7.1	i	4.6%	-1.6	1055	-25.6%	-0.03	1319
CCOC(=O)CSc1nnc(Cc2ccc(OC)cc2)n1-c1ccccc1	-0.547	0.158	0.00859	0.35	0.4%	i	-8.8	1.4	1.6	8.9	i	4.3%	-1.4	1072	8.5%	-0.07	825
O=P(OCC1CC1)(c1ccccc1)c1ccccc1	-0.765	-0.165	-0.555	1.2	13.0%	i	7.1	3.0	3.2	9.0	i	-7.7%	-3.2	1183	-13.1%	-0.11	1248
COc1ccc(N2CCN(C(=O)c3ccc(N(C)S(=O)(=O)c4ccc(C)cc4)cc3)CC2)cc1	-0.0508	-0.277	0.0762	0.377	18.2%	i	-20.4	3.1	2.7	4.8	i	-5.8%	0.0	1027	30.8%	x	x
COc1ccccc1OCCCCN1CCN(c2ccccc2OC)CC1	2.27	-0.217	1.09	-0.671	3.1%	i	-6.1	5.0	2.2	5.8	i	4.9%	x	x	-2.0%	x	x
COCCNC(=S)N1C2CCC1CC(NC(=O)NC13CC4CC(CC(C4)C1)C3)C2 (stereo not given)	-0.616	0.331	-0.559	1.03	5.1%	i	29.6	1.4	1.5	7.7	i	2.2%	0.5	1361	10.7%	0.21	1490
CN1CCN(c2nc(-c3ccccn3)nc3ccccc23)CC1	0.284	-0.26	-0.0357	0.817	2.1%	i	7.8	4.8	3.3	5.7	i	7.8%	0.7	1084	9.9%	x	x
COc1ccc(N=Cc2c[nH][nH]c2=O)cc1	-0.959	-0.204	-0.489	0.616	5.0%	i	1.3	1.2	1.7	7.1	i	24.7%	1.4	1368	-18.5%	0.57	1456
CCN(CC)C(=O)COc1ccc(/C=C(\C#N)S(=O)(=O)c2ccccc2)cc1OC	-0.348	-0.238	0.209	0.28	-11.6%	i	21.1	2.0	1.5	8.2	i	3.9%	-1.9	1009	-50.4%	-0.25	1595
CSCC[C@H](NC(=O)c1cc([N+](=O)[O-])ccc1Cl)c1nc2ccccc2[nH]1	-1.77	-0.173	-0.678	0.665	-23.9%	i	6.6	2.6	3.0	9.0	i	-6.9%	0.8	1123	-36.5%	0.38	1487
CCCSc1cc(=O)n(-c2ccccc2)nc1C(=O)O	-0.901	-0.274	0.00925	0.466	2.0%	i	-1.6	5.3	3.2	3.6	i	-0.3%	-0.1	1083	-22.9%	0.56	1137
COc1ccc(C(=O)NC(=S)N2CC(C)OC(C)C2)cc1 (stereo not given)	0.0373	-0.202	0.16	0.665	6.0%	i	-8.8	2.3	1.4	0.9	i	4.0%	-1.0	985	-10.5%	-0.25	1339
Cc1cc[n+](CC(=O)c2ccc3c(c2)OCCO3)cc1	0.683	-0.016	0.545	-1.32	18.0%	i	12.5	6.6	2.4	5.8	i	-5.1%	-1.8	1130	-12.5%	-0.06	1395
CCOC(=O)COc1cccc2c(=O)n(CC(N)=O)ccc12	-0.0644	-0.0395	0.533	0.308	-5.1%	x	x	x	x	x	i	-2.7%	0.8	1322	2.8%	-0.37	950
COC(=O)c1c(-c2cc(C)ccc2C)csc1NC(=O)C1CC=CCC1C(=O)O (stereo not given)	-0.635	-0.142	-0.347	0.0805	8.6%	i	-12.3	1.8	2.2	0.7	i	<1µM*	-0.7	1403	-18.6%	0.2	1423
CC(=O)c1cccc(NC(=O)c2ccc(NS(=O)(=O)c3c(C)noc3C)cc2)c1	-0.558	-0.201	-0.198	0.135	15.4%	i	-16.5	1.7	1.7	2.2	i	-6.1%	0.9	826	-13.7%	1.17	1343
O=C(Nc1ccccc1[N+](=O)[O-])c1cc2ccccc2nc1Cl	0.252	-0.263	0.561	-0.409	-12.0%	x	x	x	x	x	i	1.1%	2.5	1245	3.6%	-0.05	924
Cc1ccc2nc(NC(=O)Cn3nc(C)c([N+](=O)[O-])c3C)sc2c1	-0.4	-0.111	0.17	0.233	-8.9%	i	3.9	1.9	2.2	4.5	i	-4.7%	x	x	-20.6%	-0.01	1309
O=C(Nc1nc(-c2cccc3ccccc23)cs1)c1ccc2c(c1)S(=O)(=O)c1ccccc1C2=O	-0.687	-0.239	-0.553	0.709	-230.2%	i	8.4	6.4	4.3	17.4	i	-0.5%	0.6	1462	-51.6%	x	x
COc1ccc(/C=C\c2cc(OC)c(OC)cc2CC[N+](C)(C)C)cc1OC	-0.431	-0.357	-0.0944	0.455	14.2%	i	-4.6	0.9	1.0	3.0	i	6.1%	0.1	1024	-33.4%	-0.85	1427
COc1ccc(N=C2NC(=O)C(CC(=O)NCCc3ccc(OC)c(OC)c3)S2)cc1 (stereo not given)	0.32	-0.305	0.0864	0.7	13.1%	i	-5.7	3.9	3.5	6.9	i	8.7%	-2.8	1139	-27.9%	-0.46	1421

Pulled by compound from above, two records:
SMILES	Dynein transport	Dynein transport cytoplasmic EGFP	Dynein transport nuclear GR-EGFP	Dynein transport cell count	HEK293 NOD2/NF-kB	Autophagy mod	Autophagy mod cell loss 18 h	MT stabilize HCS	MT stabilize HCS Hoechst-high %	MT stabilize HCS cytotoxicity %	Yfh1-off respiration	M17LAP inhibition	bCat nuc transl	bCat nuc transl cell count 5 µM	NOD1 inhibition	Ins promoter up	Ins promoter up cell count
O=C(Nc1ccccc1[N+](=O)[O-])c1cc2ccccc2nc1Cl	0.252	-0.263	0.561	-0.409	-12.0%	x	x	x	x	x	i	1.1%	2.5	1245	3.6%	-0.05	924
COc1ccc(N=C2NC(=O)C(CC(=O)NCCc3ccc(OC)c(OC)c3)S2)cc1 (stereo not given)	0.32	-0.305	0.0864	0.7	13.1%	i	-5.7	3.9	3.5	6.9	i	8.7%	-2.8	1139	-27.9%	-0.46	1421
